# STAT1 blocker: STAT1 signaling inhibition | AID 920 | 0.35% of 200,000 active | inhibition, % at 5.5 µM | NIH 3T3 STAT1-luciferase reporter, IFN-gamma, luminescence;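 active = inhibition above a set limit, the mean inhibition across all tested compounds plus 3 SD, cut at about 34% in these data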;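 also: 0% = IFN-gamma with DMSO and 100% = IFN-gamma with 300 µM nifuroxazide; values of inactives mirror those of a sister screen read the other way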
# NF-kB expr up: NF-kB expression increase, human neuronal cells. NF-kB reporter expression; stronger effect = higher value. fold change at 12.5 µM. 1.6% of 190,000 active. AID 1239; in the data active = fold change above about 3.3
# STAT1 activator: activators of IFN-gamma induced STAT1 signaling; NIH 3T3 STAT1-luciferase reporter, luminescence; 100% = IFN-gamma alone, no compound; activation (% of control), % at 5.5 µM; 2.6% of 200,000 active;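 active = activation above the screen-wide mean activation plus 3 SD, cut at about 130% in these data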;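 also: raw ratio to IFN-gamma control signal so 100% means no change and 0% no light; values of inactives mirror those of a sister screen read the other way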
# FLuc act counter: affects firefly luciferase, flagging false hits in luciferase stimulation screens; P08659; ATPlite luciferase biochemical, luminescence, 10 min; 0 = ATP-free wells, 1 = DMSO control; activation factor at 10 µM; 200,000 tested, under 10 active; AID 1027;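 active = luciferase activation factor, scaled between plate controls, of at least 2 with compound at 10 µM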
# Target sequence (P08659 whole entry, looked up): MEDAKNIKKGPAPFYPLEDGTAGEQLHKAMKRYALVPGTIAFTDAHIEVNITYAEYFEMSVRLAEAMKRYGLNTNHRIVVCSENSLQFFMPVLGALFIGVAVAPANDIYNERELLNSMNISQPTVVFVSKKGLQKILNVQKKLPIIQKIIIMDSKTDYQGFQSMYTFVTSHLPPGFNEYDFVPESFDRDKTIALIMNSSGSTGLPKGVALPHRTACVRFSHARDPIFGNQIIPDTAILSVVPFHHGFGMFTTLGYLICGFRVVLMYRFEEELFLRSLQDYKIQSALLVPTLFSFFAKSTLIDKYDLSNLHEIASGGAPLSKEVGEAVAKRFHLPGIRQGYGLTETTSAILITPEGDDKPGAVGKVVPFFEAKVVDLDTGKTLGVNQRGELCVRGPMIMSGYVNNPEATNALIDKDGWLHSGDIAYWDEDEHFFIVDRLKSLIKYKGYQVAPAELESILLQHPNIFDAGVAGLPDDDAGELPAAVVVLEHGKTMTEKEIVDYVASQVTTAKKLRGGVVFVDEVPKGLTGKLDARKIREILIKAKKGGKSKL
#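 System: cell-free luciferase reagent; medium: PBS as buffer for the ATP substrate; doses: test compounds dosed from 2 mM stocks in 100% DMSO; incubation: 10 min, room temperature; measured by: luminescence from luciferase reaction; read-out: luciferase activation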
# STAT3 act: STAT3 signaling activation | 0.91% of 190,000 active | activation (% of control), % at 5.6 µM | U3A cells, IL-6 STAT3-luciferase reporter, luminescence; 100% = signal with IL-6 EC80 alone;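 active = activation above the screen-wide mean of compound activation plus 3 SD, cut at about 130% in these data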;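 also: 0% = background luminescence of wells with medium and substrate only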
#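 Material: STAT3-luciferase reporter U3A cells; Probe or stimulus: IL-6 (33 ng/mL); Incubation: compound pre-incubation 1 h before IL-6, then 6 h stimulation at 37 °C; Technique: luminescence from STAT3-driven luciferase reporter; Evaluation: % activation versus median of IL-6-stimulated wells; Controls: IL-6-only high control.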
# FLuc inh counter: inhibits firefly luciferase, flagging false hits in luciferase inhibition screens | ATPLite firefly luciferase biochemical luminescence, 10 min | 1.5% of 200,000 active | inhibition, % at 10 µM | P08659 | AID 1006;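 active = inhibition above about 50% when tested at 10 µM, limit read from the data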
# STAT3 inh: reduces IL-6 driven STAT3 reporter signal; U3A cells, IL-6 STAT3-luciferase reporter, luminescence; host cell line lacks STAT1; inhibition, % at 5.5 µM; 0.89% of 190,000 active;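 active = inhibition above the mean inhibition across all screened compounds plus 3 SD, cut at about 44% in these data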;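 also: 0% = DMSO only wells and 100% = 100 µM nifuroxazide control wells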
# APP 5'UTR act: activates APP 5'UTR luciferase reporter; SH-SY5Y APP 5'UTR luciferase reporter, luminescence; zero percent = DMSO vehicle wells; activation, % at 2 µM; 1% of 190,000 active; AID 1276;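 active = activation above a set limit, based on mean plus 3 SD of controls, cut at about 140% in these data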; also: values of inactives mirror those of a sister screen read the other way
# ROMK primary: modulators of human ROMK potassium channel. P48048. Tet-inducible ROMK, thallium flux fluorescence; actives lie on both sides. B-score at 10 µM. 2% of 130,000 active. AID 1918;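 active = signal ratio slope over the read window, or its plate-corrected B-score, at least 3 SD from the plate mean, either direction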;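 also: B-score of the F/F0 ratio slope over 7 to 12 s after thallium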
# Target sequence (P48048 whole entry, looked up): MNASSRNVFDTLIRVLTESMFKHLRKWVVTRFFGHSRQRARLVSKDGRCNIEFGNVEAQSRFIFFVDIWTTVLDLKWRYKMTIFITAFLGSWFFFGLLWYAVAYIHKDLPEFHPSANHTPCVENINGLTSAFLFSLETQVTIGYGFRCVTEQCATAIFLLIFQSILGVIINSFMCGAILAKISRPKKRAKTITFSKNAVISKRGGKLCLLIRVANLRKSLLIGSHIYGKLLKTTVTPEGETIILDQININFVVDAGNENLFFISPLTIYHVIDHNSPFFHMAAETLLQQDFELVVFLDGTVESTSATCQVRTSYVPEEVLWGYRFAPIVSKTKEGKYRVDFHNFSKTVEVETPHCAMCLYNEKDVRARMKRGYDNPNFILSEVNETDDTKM
# APP transl inh: APP translation inhibition; inhibition, % at 2 µM; SH-SY5Y APP 5'UTR-luciferase reporter, luminescence; 0.82% of 190,000 active; AID 1285;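 active = inhibition above a set limit, derived from the sample mean plus 3 SD, cut at about 45% in these data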; also: values of inactives mirror those of a sister screen read the other way
# * marks the source's active call; other numbers are inactive results; . = not tested or not shown; & = joins results of further samples.
SMILES,STAT1 blocker,NF-kB expr up,STAT1 activator,FLuc act counter,STAT3 act,FLuc inh counter,STAT3 inh,APP 5'UTR act,ROMK primary,APP transl inh
CCC(C)(C(=O)NC1CCCCC1)N(Cc1cccs1)C(=O)c1ccc(=O)[nH]c1 (configuration not stated),8,1.2,93,1.1,87,-6,14,7,.,-7
CNc1ncc(Cc2ccccc2)s1,-3,1.4,102,1,102,0,2,7,-0.0045,-7
COc1ccc(C(=O)NCC(=O)OC2CCCCC2=O)cc1 (configuration not stated),0,1.2,100,1,107,-2,-5,-5,.,5
COc1cccc(CSc2nnc(C(F)(F)F)n2Cc2ccc(F)cc2)c1,4,1.3,96,1.1,93,-10,11,-3,.,3
COc1ccc(C(=O)OCC2CC(c3ccccc3)=NO2)cc1OC (configuration not stated),-4,1.1,103,1,99,-3,11,5,-0.028,-5
O=C(CSc1nnc(-c2cccnc2)n1C1CCCCC1)NC1CCCC1,2,0.97,98,1,100,-3,2,20,.,-20
COc1ccc(Cl)cc1S(=O)(=O)N1CCCC1=O,5,1.4,94,1.1,99,-7,6,1,1.1,-1
Cc1cc(/C=N/Nc2nc(N3CCOCC3)nc(N3CCOCC3)n2)c(C)n1-c1ccccc1,-3,0.8,103,1,105,2,-1,-17,0.64,17
COc1ccccc1NS(=O)(=O)c1cccc(N=C2N=C(N)c3ccccc32)c1,14,0.9,87,1.1,87,-8,14,-30,.,30
CCN(CC(=O)NCc1ccc(F)cc1)Cc1nc2ccccc2c(=O)[nH]1,4,0.91,96,1,101,-2,2,9,.,-10
CCC(CC)C(=O)Nc1ccc(Sc2ccc([N+](=O)[O-])cc2)cc1,17,0.74,84,1,92,-2,10,2,.,-2
N#CC1=C(N)SC(N)=C(C#N)C1CCC1CCCCC1,19,0.42,83,1.1,83,-5,22,-7,.,7

# Reformatted: results already given
COc1ccc(C(=O)NCC(=O)OC2CCCCC2=O)cc1 (configuration not stated)
  STAT1 blocker: 0; NF-kB expr up: 1.2; STAT1 activator: 100; FLuc act counter: 1; STAT3 act: 107; FLuc inh counter: -2; STAT3 inh: -5; APP 5'UTR act: -5; ROMK primary: .; APP transl inh: 5
CNc1ncc(Cc2ccccc2)s1
  STAT1 blocker: -3; NF-kB expr up: 1.4; STAT1 activator: 102; FLuc act counter: 1; STAT3 act: 102; FLuc inh counter: 0; STAT3 inh: 2; APP 5'UTR act: 7; ROMK primary: -0.0045; APP transl inh: -7
Cc1cc(/C=N/Nc2nc(N3CCOCC3)nc(N3CCOCC3)n2)c(C)n1-c1ccccc1
  STAT1 blocker: -3; NF-kB expr up: 0.8; STAT1 activator: 103; FLuc act counter: 1; STAT3 act: 105; FLuc inh counter: 2; STAT3 inh: -1; APP 5'UTR act: -17; ROMK primary: 0.64; APP transl inh: 17
O=C(CSc1nnc(-c2cccnc2)n1C1CCCCC1)NC1CCCC1
  STAT1 blocker: 2; NF-kB expr up: 0.97; STAT1 activator: 98; FLuc act counter: 1; STAT3 act: 100; FLuc inh counter: -3; STAT3 inh: 2; APP 5'UTR act: 20; ROMK primary: .; APP transl inh: -20

# Continuation.
SMILES,STAT1 blocker,NF-kB expr up,STAT1 activator,FLuc act counter,STAT3 act,FLuc inh counter,STAT3 inh,APP 5'UTR act,ROMK primary,APP transl inh
O=C(Cn1nnc2ccccc2c1=O)Nc1ccc2c(c1)CCC2,5,1.2,95,1,100,-5,5,5,.,-5
Cc1cc(C)cc(N(CCC#N)C(=O)CSC2=Nc3ccccc3C3CC=NN23)c1 (configuration not stated),-7,0.91,104,1,104,-4,-4,-2,-0.3,2
Cc1cc(SCC(=O)NCCC2=CCCCC2)nc2ccccc12,10,1.1,91,1,98,2,3,-20,0.04,20
COc1ccc(C/C(N)=N/OC(C)=O)cc1OC,1,1.3,99,1.1,96,-8,2,-11,1.2,11
CCOC(=O)c1c(N)n[nH]c1-c1ccccc1,7,0.92,94,1.1,108,-7,-4,-9,-0.58,9
O=c1oc(-c2ccccc2)nc2ccsc12,3,1.3,97,1,106,0,0,.,0.35,.
CCOc1ccc(C(=O)NC(=S)NCc2cccnc2)cc1,-11,1.1,110,1,91,-3,18,-3,0.57,3
C=CCNC(=S)N/N=C(\C)c1ccc(OC)cc1,-5,0.96,105,1,93,4,11,-7,0.18,7
COC(=O)c1ccc(C2c3c(oc4ccccc4c3=O)C(=O)N2CCCN2CCOCC2)cc1 (configuration not stated),-1,1.2,101,1,99,0,6,5,.,-6
Cc1cc(NC(=O)CN2CCN(S(=O)(=O)c3ccc4ccccc4c3)CC2)no1,-2,0.97,102,1,96,1,4,5,-0.11,-4
CC(C)/C=N\NC(=O)CCCCC(=O)N/N=C/C(C)C,17,0.99,85,1,100,0,-1,-1,.,0
COc1cccc(N2CCN(S(=O)(=O)c3cccc4cccnc34)CC2)c1,2,0.98,97,1,111,-2,-1,5,-0.75,-6
Cc1ccc(NC(=O)CCC(=O)NNC(=O)C(c2ccccc2)c2ccccc2)c(C)c1,-1,1.3,105,1.1,106,-6,3,1,.,-1
C=CCOc1ccc(/C(CC)=N/O)c(OC)c1,-6,1.3,106,1.1,96,-6,8,5,.,-5
CCCN(C(=O)CSc1cc(-c2ccccc2)c2ccc(OC)cc2n1)C1CCS(=O)(=O)C1 (configuration not stated),12,0.98,89,1.1,90,-5,11,23,.,-23
CC(=O)Nc1cc(N=Cc2ccc(O)cc2O)c(Cl)cc1Cl,2,1.2,99,1.1,100,-6,2,5,.,-5
COc1cc(/C=C2\C(=N)N3N=CSC3=NC2=O)cc(Br)c1OC(=O)c1ccco1,3,1.3,97,1.1,100,-13,4,-23,-10*,23
Cc1cc(/C=C2/NC(=O)NC2=O)c(C)n1-c1ccc(C#N)cc1,-8,1.9,106,1,87,0,18,-10,.,10
O=C(CN1CCCCC1)Nc1ccccc1-c1ccccc1,4,1.2,96,1,108,-3,-13,-2,-0.52,2
COc1ccc(CONc2ncnc3nonc23)cc1[N+](=O)[O-],9,0.97,91,1.1,100,-5,1,-10,-0.089,10
CC(C)n1c(-c2ccc(C(C)(C)C)cc2)n[nH]c1=S,14,0.75,88,1.1,73,-5,36,8,.,-8
O=C(O)c1cc([N+](=O)[O-])ccc1N1CCCCC1,3,1.3,98,1,100,0,-2,-10,0.17,10
COc1ccc(NC(=O)Nc2ccc(C)cc2Br)c(OC)c1,0,0.97,98,1,99,-4,6,-12,-0.98,12
CCc1c(C)[nH]c(C(=O)OCc2ccccc2)c1C,-59,2.5,152*,1,98,-1,7,24,0.46,-24

# In the list so far, these have bromine.
SMILES,STAT1 blocker,NF-kB expr up,STAT1 activator,FLuc act counter,STAT3 act,FLuc inh counter,STAT3 inh,APP 5'UTR act,ROMK primary,APP transl inh
COc1cc(/C=C2\C(=N)N3N=CSC3=NC2=O)cc(Br)c1OC(=O)c1ccco1,3,1.3,97,1.1,100,-13,4,-23,-10*,23
COc1ccc(NC(=O)Nc2ccc(C)cc2Br)c(OC)c1,0,0.97,98,1,99,-4,6,-12,-0.98,12

# Further structures
SMILES,STAT1 blocker,NF-kB expr up,STAT1 activator,FLuc act counter,STAT3 act,FLuc inh counter,STAT3 inh,APP 5'UTR act,ROMK primary,APP transl inh
Cc1ccc(NC(=S)NN(C)c2nc(C)cnc2C)cc1,11,1.2,90,1,97,-2,7,11,.,-11
OC1(c2ccc(OC(F)F)cc2)CSC(=Nc2cccnc2)N1Cc1ccco1 (configuration not stated),11,0.56,91,1,78,-2,30,-18,-0.87,18
COc1cc(/C(C)=N/NC(=O)C(O)(c2ccccc2)c2ccccc2)ccc1O,-6,1.2,103,1,89,-1,20,3,1.7,-3
COc1ccc(-n2nnnc2S(=O)(=O)Cc2ccc(C(=O)O)cc2)cc1,26,0.84,76,1,94,2,6,-16,.,16
Fc1ccccc1NC(=S)NNc1ncc(C(F)(F)F)cc1Cl,15,0.71,87,1,83,-1,19,.,-1.7,.
Cc1ccc2c(c1)sc(=NC(=O)c1cccs1)n2C,81*,2.2,24,0.1,32,95*,88*,220*,-0.52,-220
Cc1ccc(NC(=O)c2ccc(Cn3cc(Br)cn3)o2)cc1,3,1.2,101,1,98,-3,6,-26,-1.5,26
COc1ccc(Nc2oc(COc3ccc(OC)cc3)nc2C#N)cc1,4,0.85,97,1.1,86,-6,19,-4,.,4
CCCC(=O)Nc1ccc(N2CCN(C(=O)c3cccs3)CC2)cc1,-2,1.3,102,1,103,-4,-1,-6,0.044,6
COc1ccc(NC(=O)/C=C/c2c(Cl)nc3ccccn23)cc1,-21,0.56,117,1,86,1,21,9,0.34,-9
CCN(CC)S(=O)(=O)c1cccc(-c2nnc(SC(C)C(=O)NCCC3=CCCCC3)o2)c1 (configuration not stated),5,0.62,95,.,98,.,7,2&-7,-2.2&-2.2,-2&7
O=C(Cn1cnc2c(oc3ccccc32)c1=O)NCC1CCCO1 (configuration not stated),1,1.3,99,1.1,106,-8,-1,11,1.2,-11
CC(C)CCNC(=O)CN(C(=O)CCC(=O)Nc1ccccn1)c1ccc2c(c1)OCO2,-4,1.1,104,1,105,-4,-2,14,.,-14
COc1ccc(CC(=O)OCC(=O)Nc2ccc3c(c2)OCCO3)cc1OC,5,1.1,96,1,101,-3,-1,7,-0.52,-7
CC1=CC(C)(C)N(C(=O)c2ccccc2)c2ccccc21,-7,1.1,106,1.1,97,-6,8,11,.,-11
CCCc1cc(=O)n2[nH]c(-c3ccc(OC)cc3)nc2n1,1,1.3,99,0.9,101,11,-1,5,1.6,-5
Cc1ccc(CS(=O)(=O)Cc2ccc(C(=O)NCc3ccco3)o2)cc1,-2,0.96,102,1.1,99,-6,6,0,.,0
Cc1cc(=O)oc(C)c1C(=O)OC(C(=O)c1ccccc1)c1ccccc1 (configuration not stated),-3,1.4,103,1,98,-2,0,28,-0.26,-28
CCCCn1c(=NC(=O)c2ccco2)c(C(=O)OCC)cc2c(=O)n3ccccc3nc21,-1,0.73,101,1.1,94,-6,9,5,0.0051,-5
CCN(CCn1cccn1)C(=O)CC1C(=O)NCCN1Cc1ccc(F)cc1 (configuration not stated),3,1.1,96,1,103,-5,0,-3,-0.4,3
O=C(Cn1nnc(-c2ccccc2)n1)NCc1ccccc1,0,1.1,100,1,92,-3,15,-2,.,2
CC12CCC(C(=O)NCC3CCCO3)(OC1=O)C2(C)C (configuration not stated),6,1.3,93,1.1,102,-5,-1,-10,0.13,10
O=C(CNC(=O)c1ccc(F)cc1)N/N=C/c1ccc(O)c([N+](=O)[O-])c1,-1,0.98,101,1,100,-4,0,-39,.,39

# Pulled one by one from the entries so far:
SMILES,STAT1 blocker,NF-kB expr up,STAT1 activator,FLuc act counter,STAT3 act,FLuc inh counter,STAT3 inh,APP 5'UTR act,ROMK primary,APP transl inh
Cc1ccc(CS(=O)(=O)Cc2ccc(C(=O)NCc3ccco3)o2)cc1,-2,0.96,102,1.1,99,-6,6,0,.,0
CCCc1cc(=O)n2[nH]c(-c3ccc(OC)cc3)nc2n1,1,1.3,99,0.9,101,11,-1,5,1.6,-5

# Screens as filed in PubChem BioAssay.
